Screens from PubChem.
C8 TRAIL sens: caspase-8 TRAIL sensitization; AID 624354; actives 1% (n = 360,000); NB7+C8 cells + TRAIL, ATPlite viability luminescence; inhibition (viability loss, TRAIL sensitization), % at 10 µM;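 active means compounds causing at least 50% loss of cell viability in the single-dose screen, relative to plate controls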
TWEAK-Fn14 inh: TWEAK-Fn14 signaling inhibition; inhibition, % at 10 µM; actives 2% (n = 360,000); AID 1159606; TWEAK-stimulated Fn14 reporter cells, luciferase luminescence, 8 h; in the data active means inhibition above about 50%
NCOA2 inhibitor: inhibits human steroid receptor coactivator 2. Q15596. HEK293 GAL4-SRC2 luciferase reporter, luminescence. inhibition, % at 9 µM. actives 0.17% (n = 370,000). AID 651957;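 active means inhibition above the mean inhibition of all tested compounds plus 3 SD, set per campaign, cut at about 52% in these data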;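 further: 0% = DMSO treated cells and 100% = cells given Gossypol at 36 µM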
NCOA1 inh: inhibitors of human steroid receptor coactivator 1 (SRC1) | actives 0.12% (n = 360,000) | HEK293 GAL4-SRC1 luciferase reporter, luminescence | Q15788 | inhibition, % at 3.6 µM | AID 588354;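 active means inhibition above the campaign mean plus 3 SD, with each screening campaign given its own cutoff, cut at about 60% in these data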;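 further: 0% = DMSO treated cells and 100% = gossypol at 36 µM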
Target sequence (Q15788 whole entry, looked up, the tested form may be a part): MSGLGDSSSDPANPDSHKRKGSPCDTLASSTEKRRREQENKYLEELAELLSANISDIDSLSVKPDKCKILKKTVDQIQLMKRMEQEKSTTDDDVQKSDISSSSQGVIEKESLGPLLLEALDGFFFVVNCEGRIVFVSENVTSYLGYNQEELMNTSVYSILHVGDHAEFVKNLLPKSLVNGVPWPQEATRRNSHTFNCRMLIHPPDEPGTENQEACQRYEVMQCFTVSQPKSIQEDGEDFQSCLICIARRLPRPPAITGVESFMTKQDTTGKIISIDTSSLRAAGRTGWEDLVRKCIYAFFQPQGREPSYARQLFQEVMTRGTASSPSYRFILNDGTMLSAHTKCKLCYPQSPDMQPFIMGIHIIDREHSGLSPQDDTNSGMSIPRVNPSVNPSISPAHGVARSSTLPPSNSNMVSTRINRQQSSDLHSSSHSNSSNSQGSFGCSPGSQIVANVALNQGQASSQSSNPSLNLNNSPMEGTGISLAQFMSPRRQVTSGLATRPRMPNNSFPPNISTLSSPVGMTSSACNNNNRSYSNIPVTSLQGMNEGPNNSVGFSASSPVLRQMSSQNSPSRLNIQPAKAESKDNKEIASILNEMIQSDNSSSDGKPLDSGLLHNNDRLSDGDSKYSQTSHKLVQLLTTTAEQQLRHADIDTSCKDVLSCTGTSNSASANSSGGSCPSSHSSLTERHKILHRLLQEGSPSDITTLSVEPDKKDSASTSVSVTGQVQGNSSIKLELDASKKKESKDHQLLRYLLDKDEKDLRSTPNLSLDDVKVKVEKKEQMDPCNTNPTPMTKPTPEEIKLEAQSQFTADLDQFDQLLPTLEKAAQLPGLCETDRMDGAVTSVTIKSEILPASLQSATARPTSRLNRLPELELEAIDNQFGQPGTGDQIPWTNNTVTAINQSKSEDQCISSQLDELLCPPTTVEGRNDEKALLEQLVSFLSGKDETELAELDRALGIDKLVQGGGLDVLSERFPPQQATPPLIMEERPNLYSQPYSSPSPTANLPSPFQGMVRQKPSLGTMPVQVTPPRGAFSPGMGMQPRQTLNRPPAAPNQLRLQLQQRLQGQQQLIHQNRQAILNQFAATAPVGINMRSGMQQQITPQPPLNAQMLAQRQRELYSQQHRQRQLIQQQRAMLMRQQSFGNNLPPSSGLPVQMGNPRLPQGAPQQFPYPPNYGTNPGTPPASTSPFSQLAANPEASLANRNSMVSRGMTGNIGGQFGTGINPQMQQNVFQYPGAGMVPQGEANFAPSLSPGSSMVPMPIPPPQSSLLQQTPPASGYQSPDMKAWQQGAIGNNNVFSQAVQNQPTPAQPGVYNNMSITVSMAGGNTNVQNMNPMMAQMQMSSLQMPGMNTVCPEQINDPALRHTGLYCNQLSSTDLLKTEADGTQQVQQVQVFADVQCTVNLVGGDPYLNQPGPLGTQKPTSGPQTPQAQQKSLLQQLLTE
TLR9-MyD88 block: TLR9-MyD88 interaction inhibition; CHO BLA complementation TLR9-MyD88, CCF4 FRET ratio; inhibition, % at 4.98 µM; actives 0.21% (n = 340,000);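 active means inhibition above the mean over all tested compounds plus 3 SD, cut at about 21% in these data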;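 further: 0% = DMSO only wells and 100% = clavulanate BLA inhibitor control wells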
EBV LMP1 NFkB: inhibitors of Epstein-Barr LMP1-induced NF-kappaB reporter; LMP1-induced NF-kappaB luciferase reporter cells, luminescence; inhibition, % at 12.5 µM; actives 0.69% (n = 350,000); in the data active means inhibition above about 41%;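 further: 0% = neutral control wells and 100% = reference inhibitor control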
NCOA3 inh: human NCOA3 inhibition. actives 0.17% (n = 360,000). AID 588352. HEK293 GAL4-SRC3 luciferase reporter, luminescence. inhibition, % at 3.6 µM;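 active means inhibition above a per-campaign cutoff, the mean of all compounds plus 3 SD, cut at about 60% in these data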;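 further: 0% = DMSO-treated cells and 100% = gossypol-treated cells at 36 µM; higher means less SRC3-driven luciferase light from the GAL4 reporter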
TROY signal inh: TROY signaling inhibition | Q293 LMP1-TROYcd NF-kB luciferase reporter, 4 h | inhibition, % at 10 µM | actives 0.98% (n = 360,000) | AID 1347056;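 active means compounds whose plate-normalised and pattern-corrected inhibition of the luciferase reporter signal at the single screening dose is 50% or more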
NR5A2 inv ag: NR5A2 inverse agonism in reporter assay | AID 602396 | HEK293T StAR-luciferase reporter, LRH-1 transfected, 24 h | inhibition, % at 3.6 µM | actives 0.13% (n = 360,000);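 active means inhibition above the mean inhibition of all tested compounds plus 3 SD, cut at about 73% in these data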;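 further: 0% = DMSO wells and 100% = reporter-only cells lacking LRH-1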
NOD2-RIPK2 inh: inhibitors of human NOD2-RIPK2 interaction. CHO BLA complementation NOD2-RIPK2, CCF4 ratio. inhibition, % at 4.98 µM. actives 0.38% (n = 360,000). O43353; in the data active means inhibition above about 21%;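 further: 0% = vehicle only and 100% = reference blocker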
COUP-TFII inh: inhibitors of human COUP-TFII (NR2F2) | AID 686940 | inhibition, % at 8.6 µM | P24468 | HEK293T NGFI-A luciferase reporter, luminescence | actives 0.7% (n = 370,000);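 active means inhibition above a per-plate cutoff, mean inhibition of test wells between control levels plus 3 SD, cut at about 38% in these data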;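 further: cells cotransfected with COUP-TFII expression vector driving the NGFI-A reporter; 0% = median of COUP-TF2 test wells and 100% = reporter-only cells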
Numbers without * were called inactive; . = no result given; & = joins results of further samples. A portion of the library; count on the stated rates, not on these rows.

SMILES	C8 TRAIL sens	TWEAK-Fn14 inh	NCOA2 inhibitor	NCOA1 inh	TLR9-MyD88 block	EBV LMP1 NFkB	NCOA3 inh	TROY signal inh	NR5A2 inv ag	NOD2-RIPK2 inh	COUP-TFII inh
CCOC(=O)C1=C(C)NC(=O)NC1/C=C/c1ccccc1 (stereo unspecified)	-8	-9	5	5	3	-5	-12	-4	7	10	-12
COCCNC(=O)CN1C(=O)COc2ccc(Cl)cc21	-13	-21	0	2	2	7	-16	14	5	5	7
CCC(=O)Oc1cccc(C(=O)Nc2ccc(-c3nnc(-c4ccco4)o3)cc2)c1	33	11	-29	-89	5	-18	-90	-90	-133	5	-20
CC(C)[C@H]1COCCS(=O)(=O)N1Cc1ccc(Cl)cc1	4	5	9	2	4	1	-3	-9	-14	5	3
O=C(CN1CCN(c2nc(-c3ccc(Cl)cc3)cs2)CC1)NCc1ccco1	6	12	11	-11	9	8	-10	0	-10	-6	-14
CCOC(=O)c1[nH]c2ccc(OC)cc2c1NC(=S)N1CCN(C(=O)OCC)CC1	7	-5	-25	-6	5	-33	-4	-8	0	0	-16
COc1ccc(C2c3c(ncn(CCCO)c3=N)Oc3ccc4ccccc4c32)cc1OC (stereo unspecified)	2	-19	3	-12	.	.	-4	14	12	-16	-17
COc1ccc(Cl)cc1N(C(=O)c1ccco1)C(C(=O)NC1CCCC1)c1ccncc1 (stereo unspecified)	-26	9	0	-16	-5	-9	6	1	-19	0	-11
O=C(C1=C[C@@H](C2CCCCC2)C[C@@H](OCc2ccc(CO)cc2)O1)N1CCN(Cc2ccccc2)CC1	6	-4	12	-7	1	6	-6	0	11	-5	7
Cc1ccc(C2(C)NC(=O)N(CC(=O)N3CCN(S(=O)(=O)c4cccc(F)c4)CC3)C2=O)cc1 (stereo unspecified)	-17	4	-9	-39	10	-5	9	-3	-5	-15	-2
CC(=O)Nc1ccc(C(=O)NNC(=O)C2CC2)cc1	-20	17	19	2	1	6	1	5	4	-8	4
Nc1ccc(-n2nnnc2-c2ccco2)cc1	7	-10	-33	6	10	-10	-29	14	0	4	2
Cc1ccc(C)c(N2CCN(c3ccc([N+](=O)[O-])cn3)CC2)c1	14	-27	0	-5	5	3	0	10	2	-9	7
O=C(NNC(=O)c1ccc2ccccc2c1)c1ccc(Cl)c(Cl)c1	-12	-10	-33	-5	1	4	-5	11	2	3	7
O=C(NCc1ccccc1)c1nc(-c2c(F)cccc2F)oc1-c1ccccc1	-8	.	-22	.	.	.	.	.	-5	-7	-6
Fc1ccc([C@@H]2CCNC[C@H]2COc2ccc3c(c2)OCO3)cc1	5&3&4	-7&3&17	11&0&-8	4&-1&12	-5&-1&4	-11&-6&-9	-3&1&10	-10&-5&-2	-23&6&3	-4&9&2	7&-7&-24
CCOC(=O)c1c(C)[nH]c(C(=O)NNC(=O)c2ccc(Br)cc2)c1C	14	56*	-30	3	-3	-10	-25	55*	-23	-3	-9
O=C(CSc1nnc(SCc2ccccc2)s1)NNC(=S)Nc1ccccc1	1	-13	14	3	14	-4	4	-11	2	-4	10
COCCCn1nnnc1SCC(=O)Nc1nc2ccccc2s1	16	2	-14	-8	-10	0	4	81*	-4	0	4
O=C(CN(Cc1ccccc1)C(=O)c1csnn1)NCc1ccccc1	2	1	-21	14	5	1	8	4	19	-9	-13
O=[N+]([O-])c1cc(C(F)(F)F)ccc1Sc1ccccn1	-11	4	-26	0	-12	6	18	8	-20	-8	9
O=C1Nc2ccccc2C12OCCCO2	-1	1	-7	-11	7	3	0	-1	13	-2	4
Cc1cccc(/C(N)=N/OC(=O)c2ccc3c(c2)OCO3)c1	34	63*	-64	-142	3	-23	-109	43	-161	0	-35
O=C(CCSc1ccccc1)Nc1ncccn1	17	7	-42	-19	-1	1	6	2	-29	-1	1
COCCNc1ncnc2c1cnn2-c1ccc(Cl)cc1	17	54*	-58	-73	-6	-20	-105	-53	-131	-8	-58
O=c1[nH]c(C(F)(F)F)nc2c1nnn2Cc1ccccc1F	-13	-7	6	7	2	-1	8	20	13	2	9
CCOC(=O)c1ccc(NC(C)=O)c([N+](=O)[O-])c1	-13	59*	-2	9	0	-5	20	69*	-5	-3	2
O=C1CC(c2ccccc2)NC(=O)N1 (stereo unspecified)	1	9	1	-22	0	-6	4	1	7	-7	-7
CCN(CC)c1ccc(/C=N/N=C(N)N)c(O)c1	17	-21	-2	2	13	11	-6	-3	20	7	-6
COc1ccc(OC)c(-n2nnnc2SCC(=O)Nc2nc(C)c(C)s2)c1	-4	-3	16	-10	-7	-3	8	4	-13	-1	10
O=C(c1cc(Cl)ccc1[N+](=O)[O-])n1cnc2ccccc21	6	4	3	-7	10	2	20	15	-8	-2	-2
CCOc1cc2[nH]c(=O)n(CCCCC(=O)NCc3ccco3)c(=O)c2cc1OCC	2	4	-2	-3	-9	-6	-48	-1	8	0	-6
O=C(NCCc1ccccc1)[C@@H]1CC=C[C@@H]2CCN(Cc3ccccc3)C(=O)[C@@H]21	-9	-4	7	-4	-6	-1	8	-24	-10	-10	-8
CCN(CC)CCP(=O)(c1ccccc1)c1ccccc1	5	0	16	-12	-3	2	-4	-14	-21	2	-16
COC(=O)c1cnc(Oc2c(Cl)cc(N)cc2Cl)cc1C(F)(F)F	-6	-6	11	-12	15	-2	10	-7	-3	-4	3
CC(=O)c1c(C)[nH]c(C(=O)Nc2nccs2)c1C	6	35	-56	-52	-8	-17	-33	-42	-61	-5	-24
CC(=O)C1=C(C)NC(SCC(=O)c2ccc(F)cc2)=C(C#N)C1c1ccco1 (stereo unspecified)	-5	13	-13	-12	11	8	-4	-8	-3	3	6
O=c1cc(Nc2ccc3c(c2)OCCO3)[nH]c(=O)n1C1CCCCC1	-31	36	-1	-13	-1	3	-29	14	15	-5	-5
COc1ccc(C(=O)CSc2n[nH]c(N)n2)cc1	3	-14	-19	-13	0	1	7	-4	3	-17	-8
Oc1c(Br)cc(Br)cc1/C=N/c1nc2c(s1)CCCC2	-4	-3	.	1	-2	-3	-5	-11	-5	3	.

Part of the list above, field by field:
> CCOC(=O)c1ccc(NC(C)=O)c([N+](=O)[O-])c1
  C8 TRAIL sens = -13
  TWEAK-Fn14 inh = 59*
  NCOA2 inhibitor = -2
  NCOA1 inh = 9
  TLR9-MyD88 block = 0
  EBV LMP1 NFkB = -5
  NCOA3 inh = 20
  TROY signal inh = 69*
  NR5A2 inv ag = -5
  NOD2-RIPK2 inh = -3
  COUP-TFII inh = 2
> O=C1CC(c2ccccc2)NC(=O)N1 (stereo unspecified)
  C8 TRAIL sens = 1
  TWEAK-Fn14 inh = 9
  NCOA2 inhibitor = 1
  NCOA1 inh = -22
  TLR9-MyD88 block = 0
  EBV LMP1 NFkB = -6
  NCOA3 inh = 4
  TROY signal inh = 1
  NR5A2 inv ag = 7
  NOD2-RIPK2 inh = -7
  COUP-TFII inh = -7

More entries.
SMILES	C8 TRAIL sens	TWEAK-Fn14 inh	NCOA2 inhibitor	NCOA1 inh	TLR9-MyD88 block	EBV LMP1 NFkB	NCOA3 inh	TROY signal inh	NR5A2 inv ag	NOD2-RIPK2 inh	COUP-TFII inh
Cc1ccc(N2C(=O)C(CN(C)C)C2c2ccccc2)cc1 (stereo unspecified)	7	-9	0	3	-10	1	-14	6	7	-20	-6
CSc1ncc(C(=O)Nc2ccc(Cl)cc2)c(C)n1	20	-5	-1	-3	-5	-1	-13	-2	3	13	11
CCCCNc1nc2cccnc2s1	8	-13	-3	-40	-3	-5	-6	-17	-39	-4	-17
Cc1nc(Cl)sc1C(=O)Nc1cccc(C(F)(F)F)c1	7	-12	-15	17	-4	4	3	6	4	0	-4
CCOC(=O)C(Cc1ccccc1)NC(=O)CCc1nnc2ccc(N3CCOCC3)nn12 (stereo unspecified)	0	-6	20	6	5	-3	13	-2	7	2	5
CC1CC(C)CN(S(=O)(=O)c2ccc3c(c2)CCN3C(=O)CCC(=O)O)C1 (stereo unspecified)	-20	7	.	-7	-1	-6	-8	0	6	-2	.
Cc1ccc(S(=O)(=O)NCc2ccccc2)cc1C(=O)NCCc1ccc(S(N)(=O)=O)cc1	19	7	-13	0	-9	-5	-12	-7	-17	-6	10
O=c1cc(CN2CCN(S(=O)(=O)c3ccccc3[N+](=O)[O-])CC2)nc2sccn12	-1	-11	-51	-8	9	6	-4	-2	17	5	0
C[C@@H]1CN([C@@H](C)CO)C(=O)CCCn2nncc2CO[C@@H]1CN(C)S(=O)(=O)c1cccc(F)c1	-10	-4	2	2	-4	0	0	6	-7	5	3
CCCNC(=O)C[C@@H]1CC[C@@H]2[C@H](COC[C@H](O)CN2C(=O)c2cc(Cl)cc(Cl)c2)O1	-2	.	-6	.	.	.	.	.	18	3	-14
Cc1ccc(C2=NCCn3nc4cc(C(F)(F)F)ccc4c32)cc1	-3	-15	-2	-32	-1	-6	6	9	1	-3	-9
O=C(COc1ccc2c(c1)C(=O)CC1(CCCCC1)O2)NCc1ccccc1	3	0	9	-1	1	4	-14	6	-6	5	16
CCSc1nnc2n(-c3ccc(OC)cc3)c(=O)c3c4c(sc3n12)CCCC4	4	-4	17	14	4	3	4	18	15	5	0
CCCCN(CCCC)Cc1ccc(N)cc1	-18	-6	1	-20	1	0	8	9	-23	-21	-12
CCN(CC)S(=O)(=O)c1ccc(Cl)c(NC(=S)NC(=O)C2CCCC2)c1	12	56*	21	5	1	7	-1	55*	10	-8	44*
CCCCc1cc(=O)oc2cc(OCC(=O)N3C[C@H]4C[C@@H](C3)c3cccc(=O)n3C4)ccc12	8	-38	10	7	-1	1	11	0	38	-5	-6
O=C(O)CC/C(=N\Nc1ccc(S(=O)(=O)N2CCOCC2)cc1[N+](=O)[O-])c1cccs1	11	-2	10	13	-1	3	8	3	11	-7	8
O=C(CCNC(=O)C1CCN(S(=O)(=O)c2ccccc2)CC1)NCc1ccccc1Cl	9	-12	11	3	-5	4	10	-4	-9	-10	2
Cc1ccn2c(NC3CCCCC3)c(C)nc2c1	1	-23	12	0	1	9	-11	-2	-6	0	-15
COc1ccccc1-c1cnc2c(Nc3cccc(OC(F)(F)C(F)F)c3)nccn12	19	31	-37	11	.	.	-2	15	2	6	3
COc1ccc(-c2cccc3c2C2CC3CCN2C(=O)OCc2ccccc2)cc1 (stereo unspecified)	-3	3	-1	9	-7	-4	-5	3	-5	8	-7
CCCCC(=O)Nc1nnc(/C=C/c2ccc(OC)cc2)s1	-7	-5	.	-17	-8	-14	-3	-8	0	-2	.
Cc1cc(S(=O)(=O)n2ccnc2)c(Cl)cc1Cl	-8	13	0	1	-8	-2	-9	-8	1	2	1
CCCC(C)NC(=S)Nc1cc(C)cc(C)c1 (stereo unspecified)	3	-7	-8	12	5	8	14	11	6	-4	-14
COC(=O)c1ccccc1NC(=O)N1c2ccccc2Sc2ccccc21	-5	-5	7	10	1	-6	-5	7	1	2	2
CN(C)CCCNc1oc(/C=C/c2ccccc2)nc1C#N	-6	-9	8	0	13	-8	2	3	11	2	2
CC1CCc2c(sc3nc(SCC(=O)NCc4ccco4)nc(N)c23)C1 (stereo unspecified)	40	-6	-20	-13	1	-11	-3	6	-7	5	-10
COc1cc(OC)cc(-c2c(C#Cc3ccsc3)c3cc(-c4ccc(CN5CCOCC5)cc4)ccc3n2C)c1	-4	-6	3	2	-4	-8	12	17	14	7	-4
